Source: PubChem
OX1R antag-1 = OX1R (human) antagonism | O43613 | OX1R-expressing cells, FRET antagonist read-out | inhibition, % at 6.6 µM | actives 1.8% (n = 330,000) | AID 485270; in the data active means inhibition mostly above about 38%, no sharp cut-off; inactive means mostly below about 40%;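 further: 0% = agonist challenge alone and 100% = reference antagonist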
Target sequence (O43613 whole entry, looked up): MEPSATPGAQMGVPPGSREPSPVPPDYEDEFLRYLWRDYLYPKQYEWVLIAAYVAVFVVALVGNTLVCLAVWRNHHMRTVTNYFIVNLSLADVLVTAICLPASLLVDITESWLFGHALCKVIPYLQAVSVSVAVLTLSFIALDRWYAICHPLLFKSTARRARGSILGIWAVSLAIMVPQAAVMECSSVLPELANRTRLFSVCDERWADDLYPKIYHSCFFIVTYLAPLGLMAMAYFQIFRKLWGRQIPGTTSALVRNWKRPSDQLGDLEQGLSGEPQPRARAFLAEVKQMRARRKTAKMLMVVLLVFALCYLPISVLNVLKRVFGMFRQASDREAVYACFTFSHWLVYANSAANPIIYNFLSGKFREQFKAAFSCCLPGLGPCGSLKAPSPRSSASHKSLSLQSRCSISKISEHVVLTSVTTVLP
OX1R antag-2 = antagonists of human orexin 1 receptor. O43613. CHO/OX1R cells, Fluo-8 calcium fluorescence, orexin A. inhibition, % at 5 µM. actives 0.43% (n = 330,000). AID 434989;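 active means inhibition above its plate's threshold, mean inhibition of all tested compounds on the plate plus 3 SD, cut at about 37% in these data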;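 further: 0% = orexin A challenge wells and 100% = SB-334867-A antagonist wells; not every result past the cut was called active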
An asterisk follows results filed as active; & = joins results of further samples.

SMILES | OX1R antag-1 | OX1R antag-2
CCc1cccc(C)c1NC(=S)NCC(c1cccnc1)N(C)C (configuration not stated) | 11 | -11
O=C(Nc1ccccc1)c1ccc(S(=O)(=O)Nc2cccc(O)c2)cc1 | 16 | 8
CCOc1ccc(CCNC(=O)CCc2nc(-c3ccc(C)cc3)no2)cc1OCC | 22 | -24
CNC(=O)c1sc2nc(-c3ccc(OC)cc3)cn2c1C | 13 | -15
CCOc1ccccc1N(CC(=O)Nc1ccc(S(=O)(=O)N2CCCC2)cc1)S(C)(=O)=O | 21 | -3
CCOC(=O)C1=NN(c2ccccc2C)C2=NC(C)=C(C(=O)OC)C(c3cccc(OC)c3)N12 (configuration not stated) | 19 | -7
Cc1ccc(S(=O)(=O)NCCSc2nncn2C)cc1 | 1 | -13
Cc1cccc(NC(=O)CNC(=O)CN2C(=O)NC3(CCCc4ccccc43)C2=O)c1C (configuration not stated) | 9 | -11
CC(OC(=O)c1ccc2c(=O)n3c(nc2c1)CCCCC3)C(=O)Nc1ccc(F)cc1Cl (configuration not stated) | 1 | -8
COc1ccc(NC(=S)N2CCC(C(=O)c3ccc(F)cc3)CC2)c(OC)c1 | 1 | -12
O=C(NCC(c1ccco1)N1CCc2ccccc21)c1cccc(F)c1 (configuration not stated) | 12 | -36
O=C(NC1CCN(Cc2ccccc2)CC1)c1ccc(Oc2cc(Cl)cc(Cl)c2)o1 | 2 | -35
COCCn1nnnc1C(c1cccs1)N1CCN(c2cccc(C(F)(F)F)c2)CC1 (configuration not stated) | 12 | -43
CC12CCC(C(=O)NCc3cccnc3)(OC1=O)C2(C)C (configuration not stated) | 9 | 0
Cc1ccc(C(=O)COC(=O)CNC(=O)CN2C(=O)c3ccccc3C2=O)cc1 | -1 | 8
CCOc1ccc(NC(=O)CSc2ncn[nH]2)cc1 | 19 | -5
C=CCOc1ccc(C2C(C(=O)c3ccc(C)o3)=C(O)C(=O)N2Cc2cccnc2)cc1 (configuration not stated) | 4 | -13
CCOC(=O)CN1C(=O)C(C)(C)Oc2ccc(C(=O)Nc3ccccc3)cc21 | 17 | -24
CCN(C(=O)CCC(=O)N(CC)c1ccccc1)c1ccccc1 | 25 | 1
O=C(Nc1ccccc1C(=O)N1CCOCC1)c1ccc(F)cc1 | 18 | -14

As a working copy, some entries already given.
SMILES | OX1R antag-1 | OX1R antag-2
CCOc1ccc(NC(=O)CSc2ncn[nH]2)cc1 | 19 | -5
C=CCOc1ccc(C2C(C(=O)c3ccc(C)o3)=C(O)C(=O)N2Cc2cccnc2)cc1 (configuration not stated) | 4 | -13
CCOC(=O)CN1C(=O)C(C)(C)Oc2ccc(C(=O)Nc3ccccc3)cc21 | 17 | -24
CCN(C(=O)CCC(=O)N(CC)c1ccccc1)c1ccccc1 | 25 | 1
O=C(Nc1ccccc1C(=O)N1CCOCC1)c1ccc(F)cc1 | 18 | -14

(list continues)
SMILES | OX1R antag-1 | OX1R antag-2
COc1cccc(CNC(=O)C2CCCN(c3nn4c(=O)cc(C)nc4s3)C2)c1OC (configuration not stated) | 21 | -25
COC(=O)CSc1nc(C)cc(Oc2ccccc2)n1 | 12 | -14
Cc1cc(C)c(S(=O)(=O)c2ccccc2C)c(SCC(C)C)n1 | 16 | 27
Cn1c(CC(=O)Nc2ccccc2)cc2ccccc21 | -3 | -17
O=C(NC1CCCCC1)c1cc(S(=O)(=O)N2CCCCC2)ccc1N1CCOCC1 | 3 | -16
CC(C(=O)OCc1nnc(-c2ccccc2)o1)N1C(=O)C2CCCCC2C1=O (configuration not stated) | 25 | -18
O=C(NCc1ccc(Cl)cc1)c1ccc(Cn2cc(C(F)(F)F)ccc2=O)cc1 | -7 | -10
CCn1cc(S(=O)(=O)NCc2ccc(OC)cc2)cn1 | -1 | -6
CCN1CCN(CCC(=O)Nc2cc(OC)ccc2OC)CC1 | 7 | -2
CCOc1ccc(N2C(=O)CC(Sc3nc4ccc(OCC)cc4s3)C2=O)cc1 (configuration not stated) | 20 | -18
Cc1occc1C(=O)NNC(=S)NCc1ccccc1 | 6 | -4
O=C(NNC(=S)Nc1ccccc1)c1cc(-c2cccnc2)nc2ccccc12 | 25 | -34
O=C(COc1ccc([N+](=O)[O-])cc1)NNC(=O)Nc1ccc([N+](=O)[O-])cc1 | 9 | 6
CCN1C(=O)C(=Cc2cccc(OC)c2Oc2ccc([N+](=O)[O-])cc2[N+](=O)[O-])SC1=S | 21 | -15
O=C(NCC1CCCN1S(=O)(=O)c1cccs1)c1cccc(Cl)c1 (configuration not stated) | 53* | -12
Cc1nc2ccccn2c1C(=O)NNC(=S)Nc1ccc(Cl)cc1 | 27 | -19
Cn1cc(C(=O)NCC(=O)Nc2ccccc2Br)cn1 | 1 | -3
COc1cc(-c2nc3c4ccccc4nc(=S)n3[nH]2)cc(OC)c1OC | 12 | 6
CCOc1ccccc1C(=O)NC(C(=O)Nc1cccc(S(N)(=O)=O)c1)C(C)C (configuration not stated) | 18 | -16
COc1cccc(CN2CCN(CC(=O)NCCc3ccccc3)CC2)c1 | 0 | -22
CCCNC(=O)COc1ncnc2sccc12 | 9 | -7
CCc1ccc2oc(=O)cc(CN3CCCCC3C)c2c1 (configuration not stated) | 8 | -29
COc1ccccc1NC(=O)C(C)OC(=O)CSCC(=O)Nc1cc(C)on1 (configuration not stated) | 1 | -15
O=C(O)CCN1CCc2ccccc21 | 14 | -9
Cc1ccccc1S(=O)(=O)Oc1ccc2ccc(O)cc2c1 | 13 | 4
COc1cc(-c2cc(N)n(S(=O)(=O)c3ccccc3)n2)cc(OC)c1OC | 23 | -21
O=C(O)CCCNC(=O)CCn1nnc2ccccc2c1=O | 5 | -1
C#CCCC/C(=C\C(=O)N(C)[C@H](C(=O)N(C)[C@H](C(=O)N(C)[C@H](C(=O)N(C)[C@H](C(N)=O)C(C)C)C(C)C)C(C)C)C(C)C)OC | -1 | -31
O=C(CCCC(=O)N(c1cccc(F)c1)C(C(=O)NC1CCCC1)c1ccc(O)cc1)Nc1ccccn1 (configuration not stated) | 11 | -25
CN(C(=O)c1ccc(S(=O)(=O)N2CCCC2)cc1)C1CCS(=O)(=O)C1 (configuration not stated) | 10 | -12
C[C@H]1O[C@@H](O[C@H]2[C@@H](O)C[C@H](O[C@H]3[C@@H](O)C[C@H](O[C@H]4CC[C@@]5(C)[C@H](CC[C@@H]6[C@@H]5C[C@@H](O)[C@]5(C)[C@@H](C7=CC(=O)OC7)CC[C@]65O)C4)O[C@@H]3C)O[C@@H]2C)C[C@H](O)[C@@H]1O | 8&19 | -5&-1
O=C(O)CCC(=O)N1CCc2cc(S(=O)(=O)NC3CCCC3)ccc21 | -3 | 0
Cc1ccc(-c2ccc(=O)n(CCC(=O)N3CCN(Cc4ccccc4)CC3)n2)cc1 | -2 | -28
CCC1(CC)Cc2ccccc2-c2nc(-c3ccccc3)oc(=O)c21 | 13 | 3
COc1cc(CNCCO)cc(Cl)c1OCc1ccccc1Cl | 0 | -7
CN1C[C@@H]2C(c3ccccc3)C3(c4ccc(C#N)cc4)CC2(C3)[C@H]1c1ccccc1 (some centres not stated) | 13 | -19
COc1ccc(Cl)cc1NC(=O)C(=O)NCc1ccncc1 | 21 | -27
CCCCNc1c(N)n(CCC)c(=O)[nH]c1=O | 9 | -24
COc1cccc(C2=NOC(C(=O)NCc3cccs3)C2)c1 (configuration not stated) | 13 | -11
CC(=O)Nc1ccc(N(CC(=O)NC2CCCCC2)C(=O)Cn2nnc(-c3ccccc3)n2)cc1 | 16 | -1
C/C(=C\c1ccc(Cl)cc1)C(=O)c1c(C)cc(C)[nH]c1=O | 3 | -16
CC(C)c1ccc(-c2nnn(CCC(=O)O)n2)cc1 | 2 | -7
Cc1nc(NCCO)c2nnn(Cc3ccccc3F)c2n1 | 6 | -12
Cc1ccc(C(=O)N/C(=C\c2ccco2)C(=O)NCCc2c[nH]c3ccccc23)cc1 | 36 | 5
O=S(=O)(NCCN1CCOCC1)c1cc(Cl)c(Cl)cc1Cl | 9 | -17
Nc1c(SCCC(=O)O)ccc2c1C(=O)c1ccccc1C2=O | 43* | 6
CCOc1ccc(N2C(=O)CC(C(C)c3ccccc3)C2=O)cc1 (configuration not stated) | 5 | -28
NC(=O)c1nsc(C(=O)N(CC(=O)NC2CCCC2)c2ccc(F)c(Cl)c2)c1N | 20 | -14
COc1ccc(NC(=O)CSc2nnc(Cc3ccc(C)cc3)c(=O)n2N)cc1 | 13 | -21
O=C(Cc1c(C(=O)O)[nH]c2ccccc12)NCCN1CCN(c2cccc(Cl)c2)CC1 | 7 | -13
CN(C)CCCNC1CS(=O)(=O)CC1O (configuration not stated) | 10 | -16
CCC(C(=O)NCCC1=CCCCC1)c1ccccc1 (configuration not stated) | 15 | -16
O=C(Cn1nnc(-c2ccccc2)n1)N/N=C/c1ccc(-c2ccc(Cl)cc2)o1 | 21 | -5
CCCCc1ccc(NC(=S)NCC2CCCO2)cc1 (configuration not stated) | 9 | -11
COc1ccc(Cn2c(CCC(=O)Nc3ccc(C)cc3)nc3cccnc32)cc1 | 24 | -23
O=C(CCCSc1nnc(SCCCC(=O)c2ccc(F)cc2)s1)c1ccc(F)cc1 | 12 | 31
CC[C@@]12C(=O)N(c3ccc(OC)cc3)C(=O)N1[C@H](c1cccc(C)c1)[C@@H]1C(=O)N(Cc3ccccc3)C(=O)[C@@H]12 | 6 | -23
COc1cccc(NC(=O)CN2C(=O)COc3ccc(Cl)cc32)c1 | 29 | 6
CCOc1ccc(C2NC(=O)NC(c3ccccc3)=C2C(C)=O)cc1OC (configuration not stated) | 5 | -10
COc1cc(C2/C(=C(\O)c3ccc4c(c3)OCCO4)C(=O)C(=O)N2Cc2ccco2)ccc1O (configuration not stated) | 9 | -9
Later entries
SMILES | OX1R antag-1 | OX1R antag-2
Cn1c(=O)n(Cc2ccccc2F)c(=O)c2c1nc1n2CCN1Cc1ccco1 | 11 | -19
CC(C)[C@H](NC(=O)c1ccccc1)C(=O)OCC(=O)Nc1ccc(S(=O)(=O)N2CCOCC2)cc1 | 0 | -6
CCNC(=S)N/N=C(\C)c1ccc2c(c1)OCCO2 | 11 | -14
Cc1cc(C)n(C(C)CNS(=O)(=O)c2ccccc2)n1 (configuration not stated) | 21 | -13
COc1ccc(/C=C2\CCC(C3CCCC3)C2=O)c(OC)c1 (configuration not stated) | 10 | -38
C=CCSc1nnc(NC(=O)CSc2nnc(C)s2)s1 | 20 | -14
Cc1cccc2nc(-c3ccco3)c(Nc3ccccc3)n12 | 13 | -42
O=C(OC(C(=O)NCc1ccc2c(c1)OCO2)c1ccncc1)c1ccc(Cl)nc1 (configuration not stated) | 6 | -28
Cc1ccccc1C(=O)N1CCc2cc(-c3nc(NC(=O)Cc4ccc5c(c4)OCO5)sc3C)ccc21 | 27 | -2
COc1ccc(OC)c(NC(=O)CC2SC(=NCc3ccccc3)NC2=O)c1 (configuration not stated) | -2 | -9
O=C1CC(SCc2nc3ccccc3[nH]2)C(=O)N1c1ccc(F)cc1 (configuration not stated) | 21 | -7
O=C(CNC(=O)c1ccc(Cl)cc1Cl)NCCCn1ccnc1 | 19 | -4
C#CCOCCOCCOCCNc1nc(N2CCN(C(=O)[C@H](CCC(=O)O)n3cc([C@@H](N)CC(N)=O)nn3)CC2)nc(N2CCN(C(=O)[C@H](CCC(=O)O)n3cc([C@@H](N)CC(N)=O)nn3)CC2)n1 | 0 | 2
Cc1nnc(SCC(=O)NCc2ccc3c(c2)OCO3)n1C | 2 | -6
Cc1c(C(=O)c2ccc(Br)cc2)c(=O)n(C)c(=O)n1C | 3 | -14
CC(C)c1ccc(S(=O)(=O)N2CCN(C(C)C(=O)Nc3ccccc3-c3ccccc3)CC2)cc1 (configuration not stated) | 15 | -47
CN(c1ccc(OCC(=O)OCC(=O)Nc2ccc(Br)cc2)cc1)S(=O)(=O)c1cccs1 | 13 | 8
Cc1cc(-c2nn(-c3ccccc3F)cc2CN2CCC(O)CC2)c(C)s1 | 17 | -24
Cc1ccc(NCC(=O)N/N=C\c2ccc([N+](=O)[O-])o2)cc1 | 24 | -2
CC(=O)c1cccc(NC(=O)CN(C)S(=O)(=O)c2ccccc2)c1 | 5 | -24

Brought forward from above: three compounds, followed by the next part.
SMILES | OX1R antag-1 | OX1R antag-2
Cc1cc(-c2nn(-c3ccccc3F)cc2CN2CCC(O)CC2)c(C)s1 | 17 | -24
Cc1ccc(NCC(=O)N/N=C\c2ccc([N+](=O)[O-])o2)cc1 | 24 | -2
CC(=O)c1cccc(NC(=O)CN(C)S(=O)(=O)c2ccccc2)c1 | 5 | -24
O=C(NN1C(=O)C2C3C=CC(C4CC34)C2C1=O)c1ccc(Br)cc1 (configuration not stated) | 19 | -11
CC(C)(C)NC(=O)c1cccc(NC(=O)c2cccc(O)c2)c1 | 11 | -16
C[C@@H]1CN([C@@H](C)CO)C(=O)c2cccc(NS(C)(=O)=O)c2O[C@H]1CN(C)C(=O)Nc1ccc(F)cc1 | 2 | -21
O=C1[C@@H]2Cc3c([nH]c4ccccc34)CN2C(=O)CN1CCO | 18 | -6
Cc1nc2ccccn2c1C(=O)N=Nc1c(O)n(CCC(C)C)c2ccccc12 | 7 | -20

Profiles, quoted from the list:
Listed for O=C1[C@@H]2Cc3c([nH]c4ccccc34)CN2C(=O)CN1CCO : OX1R antag-1 = 18; OX1R antag-2 = -6
Listed for C[C@@H]1CN([C@@H](C)CO)C(=O)c2cccc(NS(C)(=O)=O)c2O[C@H]1CN(C)C(=O)Nc1ccc(F)cc1 : OX1R antag-1 = 2; OX1R antag-2 = -21
